# CHT block – human CHT choline transport inhibition; Q9GZV3; CHT-expressing cells, membrane potential dye, choline response; stronger effect = lower value; B-score at 10 µM; hit rate 0.86% among 310,000; AID 488975;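 active means B-score over 3 SD under the library average, and starting fluorescence ratio not unusually high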;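 further: choline stimulus applied at its EC90 after an EC20 pre-addition; B-score computed on integrated fluorescence ratio after choline addition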
# Target sequence (Q9GZV3 whole entry, looked up): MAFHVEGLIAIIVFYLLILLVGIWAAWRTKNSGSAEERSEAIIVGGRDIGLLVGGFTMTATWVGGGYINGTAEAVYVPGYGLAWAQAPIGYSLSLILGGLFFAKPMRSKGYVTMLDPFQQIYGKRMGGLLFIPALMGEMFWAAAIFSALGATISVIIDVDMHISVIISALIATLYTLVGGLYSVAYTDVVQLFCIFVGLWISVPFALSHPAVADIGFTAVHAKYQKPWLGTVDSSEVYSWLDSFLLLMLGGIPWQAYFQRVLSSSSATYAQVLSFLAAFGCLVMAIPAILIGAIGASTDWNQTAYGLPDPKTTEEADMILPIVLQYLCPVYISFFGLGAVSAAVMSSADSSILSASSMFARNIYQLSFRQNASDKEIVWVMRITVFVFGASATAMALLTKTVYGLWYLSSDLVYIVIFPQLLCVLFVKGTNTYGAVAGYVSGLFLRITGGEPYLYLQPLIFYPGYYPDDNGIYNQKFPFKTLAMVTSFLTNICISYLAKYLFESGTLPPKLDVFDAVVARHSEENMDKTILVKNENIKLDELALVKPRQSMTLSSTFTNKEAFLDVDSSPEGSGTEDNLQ
# CHT PAM – allosterically activates the human high affinity choline transporter. Q9GZV3. CHT-expressing cells, membrane potential dye, choline EC20; stronger effect = higher value; LV-AA mutant CHT in HEK293 cells. B-score at 10 µM. hit rate 0.49% among 310,000. AID 488977;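 active means initial fluorescence not abnormally high and integrated response B-score, plate-corrected, over 3 SD above library mean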
# The depositor's hits bear a star; i = inactive. Outcome played no part in choosing rows; any-hit rate near 1.5%.
Structure | CHT block | CHT PAM
COc1ccc(CCNC(=O)C(=O)NCc2ccccc2C)cc1OC | i | i
COc1ccc(Cl)cc1C(=O)O/N=C(\N)c1ccc(Cl)cc1 | i | i
COc1c(C(CC(C)C)OC(C)=O)ccc2c1C(=O)OCc1cc(C)cc(O)c1O2 (stereo unspecified) | i | i
O=C(c1cc2nc(-c3ccco3)cc(C(F)(F)F)n2n1)N1CCN(c2ccc(F)cc2)CC1 | i | i
Cn1c(CNc2ccc(Cl)cc2)nnc1SCc1ccccc1 | i | i
COc1ccc(Cn2c(=O)[nH]c3cc(C(=O)Nc4ccc(N5CCN(C)CC5)cc4)ccc32)cc1 | i | i
C=CCN(C(=O)CCS(=O)(=O)c1cccc2nsnc12)c1ccccc1 | i | i
OCCN(CC#CCC(O)(c1ccccc1)C1CCCC1)CCO (stereo unspecified) | i | i
CC(=O)N(C)c1nc(-c2ccc(Cl)cc2)cs1 | i | i
CCCCNC(=O)C1=C(N)C(C(=O)Nc2ccc(C)c(S(=O)(=O)N3CCCCC3)c2)SC1=Nc1ccc(C)cc1C (stereo unspecified) | i | i
O=C(c1ccc(Cl)cc1)c1ccc(CN2C(=O)c3ccccc3C2=O)o1 | i | i
COc1ccccc1C(=O)NCCc1nc2ccccc2n1C | i | i
COC(=O)c1sc2ccccc2c1NC(=O)c1ccc(S(=O)(=O)N2CCC(C)CC2)cc1 | i | i
CSCCC(NC(=O)C1CCC(C)CC1)C(=O)OCC(=O)c1ccc(Cl)cc1 (stereo unspecified) | i | i
COc1ccc(CCNC(=O)CCC(=O)N2CCN(S(=O)(=O)c3ccccc3)CC2)cc1OC | i | i
Cc1ccc(S(=O)(=O)N2CCC(=O)N(C(COCc3cccc(C)c3)C(C)C)CC2)cc1 (stereo unspecified) | i | i
Cn1cc(Br)c(-c2cccc(NC(=O)CCCC(=O)O)c2)n1 | i | i
CC(C)CC(=O)NC(=S)Nc1cc(C(=O)O)ccc1Cl | i | i
Cc1ccc(N(CC(=O)NCc2ccco2)C(=O)CCC(=O)Nc2nccs2)cc1 | i | i
CCN(CC)C(C(=O)Nc1ccc2c(c1)OCO2)c1ccccc1 (stereo unspecified) | i | i
Cc1ccc(-c2nc3cc(Cl)ccc3o2)cc1 | i | i
O=C(CCCCCCCC(=O)c1ccccc1)c1ccccc1 | i | i
Cc1cc(C(=O)NCc2ccccc2Br)no1 | i | i
O=C(/C=C/c1ccccc1)c1ccc2c(c1)OCO2 | i | i
COCc1[nH]nc2c1C(c1ccc(OC)c(OC)c1)C(C#N)=C(N)O2 (stereo unspecified) | i | i
CC1CN(C(=O)/C(C#N)=C2\N=C(NC(=O)c3ccc(F)cc3)c3ccccc32)CC(C)O1 (stereo unspecified) | i | i
O=C(Nc1cccnc1Cl)c1ccc(S(=O)(=O)N2CCCCCC2)cc1 | i | i
CC(=O)c1sc2nsc(SCCN3CCCC3)c2c1N | i | i
Cc1nonc1NC(=O)CSc1nc2ccccc2o1 | i | i
CCC(=O)c1cn([C@H](CCC(OC)OC)CC(=O)OC(C)(C)C)cc1CC | i | i
NC(=O)C1CCN(C2CC(=O)N(c3ccc(F)c(Cl)c3)C2=O)CC1 (stereo unspecified) | i | i
CCCCn1c(N)c(N(CCOC)C(=O)CC(NC(=O)c2ccccc2)c2ccccc2)c(=O)[nH]c1=O (stereo unspecified) | i | i
O=S(=O)(c1cc(Br)ccc1Br)N1CCCCCC1 | i | i
Cc1ccc(SCc2noc(-c3c(C)noc3C)n2)cc1 | i | i
C(=N\N1CCN(c2ccccn2)CC1)/c1cccc2ccccc12 | i | i
Cc1onc(-c2c(F)cccc2Cl)c1C(=O)NCCc1ccc(S(N)(=O)=O)cc1 | i | i
Cc1c(CCC(=O)N[C@@H](CC(C)C)C(=O)O)c(=O)oc2cc3oc4c(c3cc12)CCCC4 | i | i
COc1c(C)cc(C(=O)C2CCCN(C(=O)CCc3scnc3C)C2)cc1C (stereo unspecified) | i | i
CN1C(=O)NC(c2ccccc2)C2=C1CN(c1cccc(C(F)(F)F)c1)C2=O (stereo unspecified) | i | i
CCCCN(C(=O)C1CC(=O)N(CCc2ccc(OC)c(OC)c2)C1)c1c(N)n(CCCC)c(=O)[nH]c1=O (stereo unspecified) | i | i
COc1cc(C(Nc2ccccn2)c2ccc3ccc(C)nc3c2O)cc(OC)c1O (stereo unspecified) | i | i
CCOC(=O)c1ccc(NC(=S)N2CCN(CCN=CC3=C(O)CC(c4ccccc4)CC3=O)CC2)cc1 (stereo unspecified) | i | i
CC(=O)c1cccc(NS(=O)(=O)N2CCOCC2)c1 | i | i
CCOC(=O)c1c(NC(=S)NC(=O)c2ccco2)sc2c1CCCC2 | i | i
Cc1ccc(-c2ccc(/C=N/NC(=S)Nc3ccccc3)o2)cc1[N+](=O)[O-] | i | i
O=C(O)CCCNC(=O)OCc1ccccc1 | i | i
O=C(Nc1nccs1)C1CC(=O)N(c2ccccc2Cl)C1 (stereo unspecified) | i | i
CCOC(=O)Cn1c(=O)oc2cc(S(=O)(=O)NC(C)(C)CC)ccc21 | i | i
COCC(C)n1c(SCc2nc3ccccc3c(=O)[nH]2)nc2ccccc2c1=O (stereo unspecified) | i | i
S=C(NCc1ccncc1)Nc1ccc(Br)cc1Cl | i | i
Cc1ncsc1CCOC(=O)c1ccc(Cl)cc1 | i | i
Cc1c(C)c2ccc(OCC(=O)N(C)C)c(C)c2oc1=O | i | i
Cc1ccc(OP(=O)(Nc2c(C)n(C)n(-c3ccccc3)c2=O)Oc2ccc(C)cc2)cc1 | i | i
Cc1cc(NC(=O)C2CCCCC2)ncc1NC(=O)c1ccccn1 | i | i
CC(C)c1ccc(/C=N/n2nnnc2Nc2ccccc2)cc1 | i | i
O=C(c1cc2ccccc2s1)N1CCN(c2ccccn2)CC1 | i | i
Cc1cccc(C(=O)NC(=S)NC(C)c2ccccc2)c1 (stereo unspecified) | i | i
Cc1cc(NC(=O)COC(=O)CCC(=O)c2ccc(F)cc2)no1 | i | i
CCOc1ccc(N=c2scc(-c3ccccc3)n2CCO)cc1 | i | i
O=C(Nc1ccccc1F)Nc1cccc2ccc(O)cc12 | i | i

# No new results follow: 2 of the compounds above.
Structure | CHT block | CHT PAM
CC(C)c1ccc(/C=N/n2nnnc2Nc2ccccc2)cc1 | i | i
O=C(c1cc2ccccc2s1)N1CCN(c2ccccn2)CC1 | i | i

# (next part)
Structure | CHT block | CHT PAM
CCCOc1cc2c(C#N)c(N3CCCC3)nc(N)c2c(N)n1 | i | i
CCN(CC(=O)NCc1ccco1)S(=O)(=O)c1ccc(OC)cc1 | i | i
CCc1c(C2(O)CCCCC2)[nH]c2cc(C(F)(F)F)ccc12 | -5.71* | i
O=S(=O)(c1ccc(Br)cc1)n1ccc2ccccc21 | i | i
COc1cc(CC(=O)OCC(=O)Nc2ccc3c(c2)OCO3)cc(OC)c1OC | i | i
Cc1ccc2c(c1)nnn2C1CCN(CC(=O)NCCc2ccccc2)CC1 | i | i
CN(Cc1ccc(C(F)(F)F)cc1)C(=O)C1CCC(=O)N(C2CC2)C1 (stereo unspecified) | i | i
CCCC(=O)N1CCCC(c2nc(-c3cccs3)no2)C1 (stereo unspecified) | i | i
COc1ccc(NS(=O)(=O)c2cccc(C(=O)N(C)Cc3cccs3)c2)cc1 | i | i
Cc1ccc(S(=O)(=O)N2[C@@H](c3ccc(Cl)cc3)C(C(=O)O)=CC[C@H]2c2ccc(Cl)cc2)cc1 | -5.7* | i
CN(C)S(=O)(=O)Nc1cccc(NC(=O)CC23CC4CC(CC(C4)C2)C3)c1 | i | i
CCOC(=O)Cc1csc(NC(=O)CN2C(=O)c3ccccc3C2=O)n1 | i | i
CC1CCN(c2ccc(NC(=O)Cn3c(=O)oc4ccccc43)cc2)CC1 | i | i
COc1ccc(S(=O)(=O)NCCc2ccccc2)c2cccnc12 | i | i
CN1CCN(c2ccc([N+](=O)[O-])c(-n3nc(-c4ccccc4)c4ccccc4c3=O)c2)CC1 | i | i
Cc1cc(C)c(OCC(=O)Nc2ccc(S(=O)(=O)N3CCCC3)cc2)c(C)c1 | i | i
Cc1cccn2c(=O)c(/C=C(\C#N)C(N)=O)c(N3CCN(c4cccc(Cl)c4)CC3)nc12 | i | i
CCOC(=O)C1=C(CC)Nc2ccccc2N=C1NC(=O)CCN1C(=O)C2CCCCC2C1=O (stereo unspecified) | i | i
CC(C)C(NC(=O)C1CCCCC1)C(=O)NCCc1ccccc1 (stereo unspecified) | i | i
COc1cccc(OC)c1C(=O)NN1CCCCC1 | i | i
CCSc1ncnc2c1sc1nc3c(cc12)COC(C)(C)C3 | i | i
C=CCC1(CC=C)CCCN1C(=O)c1cc(COc2cccc(C(F)(F)F)c2)on1 | i | i
CCn1cc(C(=O)NCCc2ccc(OC)cc2)c(=O)c2ccc(C)nc21 | i | i
Cc1cc(=O)oc2cc(OCC(=O)Nc3cccc(S(=O)(=O)N(C)C)c3)ccc12 | i | i
CCCNc1c(NS(=O)(=O)c2cccs2)c(=O)oc2ccccc12 | i | i
Cn1/c(=N/NC(=O)c2cccc(OC(F)F)c2)sc2ccccc21 | i | i
CC1CC1C(=O)OCC(=O)Nc1ccc(N=Nc2ccccc2)cc1 (stereo unspecified) | i | i
O=C(O)c1cc(S(=O)(=O)N2CCCCCC2)ccc1Cl | i | i
CN(C)C(=O)c1ccc(Nc2nnc(-c3ccc(O)cc3)c3ccccc23)cc1 | i | i
O=C(Nc1ccc([N+](=O)[O-])cc1)c1ccc(S(=O)(=O)N2CCCC2)cc1 | i | i
COc1cccc(OC)c1NC(=O)Cn1nc(-c2ccc3c(c2)OCCO3)ccc1=O | i | i
CCCCNC(=O)Cn1cnc2sc(C(=O)OCC)c(C)c2c1=O | i | i
CCOc1ccc(OCC(=O)OCC(=O)NNC(=O)c2ccc([N+](=O)[O-])cc2)cc1 | i | i
O=C(COC(=O)C1=Cc2ccccc2OC1)NC1CCCC1 | i | i
Cc1ccc(C(=O)CSc2nc3ccccc3c(=O)n2N)o1 | i | i
COc1ccc(S(=O)(=O)N(CCCN2CCOCC2)Cc2cccc(OC)c2OC)cc1 | i | i
O=C(CN1C(=O)c2ccccc2S1(=O)=O)NCCC1=CCCCC1 | i | i
CN(C)C(=O)CSc1cccc2cccnc12 | i | i
CCNc1nc(NCC)n2c(SCC(=O)Nc3ccccc3Cl)nnc2n1 | i | i
Cc1ccc(-c2nc(C3CCCN(S(=O)(=O)c4ccc(C(F)(F)F)cc4)C3)no2)cc1 (stereo unspecified) | i | i
CC(=O)N[C@@H](Cc1ccc(OC(F)(F)F)cc1)C(=O)O | i | i
Cc1ccc(C(=O)Nc2cccnc2)cc1S(=O)(=O)N1CCCC1 | i | i
CC(=O)Nc1cc2c(cc1C(=O)c1ccc(C)cc1)OCCO2 | i | i
COc1cc(NC(=S)N2CCC(C(N)=O)CC2)c(OC)cc1Cl | i | i
Cc1ccc(S(=O)(=O)C(C#N)c2nc3ccccc3nc2N2CCCC2)cc1C (stereo unspecified) | i | i
Cc1ccc(S(=O)(=O)Nc2ccc(NC(=O)Nc3cccc(C(F)(F)F)c3)cc2)cc1 | i | i
N#Cc1c(N)oc(-c2cccs2)c1-c1cccs1 | i | i
CS(=O)(=O)N1CCC(C(=O)NCc2ccccc2)CC1 | i | i
NCCNC(=O)Cc1cccc(NC(=O)Cc2ccc(Nc3ncnc4c3ncn4[C@@H]3O[C@H](CO)[C@@H](O)[C@H]3O)cc2)c1 | i | i
CC(OC(=O)CCN=C1NS(=O)(=O)c2ccccc21)C(=O)Nc1ccc(F)cc1Cl (stereo unspecified) | i | i
CN(CCN1CCOCC1)Cc1nc(-c2ccc(Cl)cc2)no1 | i | i
COc1ccccc1-c1cc(C(=O)N2CCN(c3ccccc3OC)CC2)no1 | i | i
CCc1cc2c(SCC(=O)Nc3ncc(Cl)c(C)c3Cl)ncnc2s1 | i | i
O=C(CCCOc1ccc(Cl)cc1Cl)NCc1ccncc1 | i | i
CC1(C)O[C@@H]2C[C@H]3[C@@H]4C[C@H](F)C5=CC(=O)CC[C@]5(C)[C@H]4[C@@H](O)C[C@]3(C)[C@]2(C(=O)CO)O1 | i | i
CCOC(=O)c1c(C=O)c2ccccc2n1CC | i | i
CCOC(=O)C1=C(C)N=C2SCCC(=O)N2C1c1cc(Br)ccc1OC (stereo unspecified) | i | i
O=C(N1CCOCC1)N1CCC(c2nc(-c3ccc(S(=O)(=O)N4CCOCC4)cc3)no2)CC1 | i | i
Cc1ccc(-n2[nH]c(C)c(C=NC34CN5CN(CN(C5)C3)C4)c2=O)cc1C | i | i
COc1cccc(CNC(=O)CCS(=O)(=O)c2cccc3nsnc23)c1 | i | i

# 4 entries drawn at random from the list so far:
Structure | CHT block | CHT PAM
CC1(C)O[C@@H]2C[C@H]3[C@@H]4C[C@H](F)C5=CC(=O)CC[C@]5(C)[C@H]4[C@@H](O)C[C@]3(C)[C@]2(C(=O)CO)O1 | i | i
O=C(COC(=O)C1=Cc2ccccc2OC1)NC1CCCC1 | i | i
COc1ccc(Cn2c(=O)[nH]c3cc(C(=O)Nc4ccc(N5CCN(C)CC5)cc4)ccc32)cc1 | i | i
COc1ccccc1-c1cc(C(=O)N2CCN(c3ccccc3OC)CC2)no1 | i | i

# Other results follow:
Structure | CHT block | CHT PAM
CSC(=Nc1ccccc1)C(C#N)c1nc2ccccc2[nH]1 (stereo unspecified) | i | i
CC1=C(C#N)c2nc(N)c(C#N)c(C)c2/C1=C\c1ccc(OCC(=O)O)c(Cl)c1 | i | i
O=S(=O)(Cc1ccc(Cl)cc1)Nc1ccc(Cl)cn1 | i | i
OCC1(CCOc2ccccc2)CCN(Cc2ccncc2)CC1 | i | i
CCc1nc(N2CCN(C(=O)c3ccccc3)CC2)c(C#N)c2c1COC(C)(C)C2 | i | i
Cc1cc(C)nc(NC(=O)CSc2ccccn2)n1 | i | i

# Source: PubChem (Johns Hopkins Ion Channel Center)
